# Source: PubChem BioAssay (National Center for Advancing Translational Sciences (NCATS))
# RXFP1 antagonist – blocks the human relaxin receptor RXFP1 | HEK293-RXFP1, relaxin-stimulated cAMP HTRF, 30 min; active compounds read low | activity change, negative = inhibition, % at 57.5 µM | 0.59% of 350,000 active | AID 1259400;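 active = activity change of -60% or lower, but not beyond a set lower limit; inconclusive = change between -60% and -40%, or beyond the set limit; inactive = change above -40%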; note: % is set by controls: 0 for no effect and ±100 for the full control effect
# Target sequence (Q9HBX9 whole entry, looked up): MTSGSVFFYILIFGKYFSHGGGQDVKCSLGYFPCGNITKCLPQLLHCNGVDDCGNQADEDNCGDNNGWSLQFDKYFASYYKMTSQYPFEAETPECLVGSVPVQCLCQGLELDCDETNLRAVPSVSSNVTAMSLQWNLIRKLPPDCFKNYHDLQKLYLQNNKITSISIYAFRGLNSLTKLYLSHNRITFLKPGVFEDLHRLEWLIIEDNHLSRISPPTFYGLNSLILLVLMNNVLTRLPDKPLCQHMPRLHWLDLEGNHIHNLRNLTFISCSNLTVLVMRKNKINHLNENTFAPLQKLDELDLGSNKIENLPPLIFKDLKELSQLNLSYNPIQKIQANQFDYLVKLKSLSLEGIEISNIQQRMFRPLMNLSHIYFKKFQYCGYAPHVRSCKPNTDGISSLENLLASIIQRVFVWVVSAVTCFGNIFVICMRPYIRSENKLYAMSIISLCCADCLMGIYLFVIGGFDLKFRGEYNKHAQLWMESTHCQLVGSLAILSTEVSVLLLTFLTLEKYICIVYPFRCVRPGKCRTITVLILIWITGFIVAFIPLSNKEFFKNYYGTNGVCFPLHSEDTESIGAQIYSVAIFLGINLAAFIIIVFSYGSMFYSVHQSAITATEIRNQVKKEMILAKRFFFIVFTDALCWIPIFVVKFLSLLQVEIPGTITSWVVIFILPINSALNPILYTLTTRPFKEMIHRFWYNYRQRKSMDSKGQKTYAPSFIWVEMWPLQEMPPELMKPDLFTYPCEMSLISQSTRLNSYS
# RXFP1 agonist – RXFP1 (human) receptor agonism; 0.3% of 370,000 active; HEK293T-RXFP1 cAMP TR-FRET, 30 min; response scale: percent of porcine relaxin response, buffer zero; Potency, µM (highest dose often 57.5 µM), without a hit: at the top dose activation, actives largely listed as activators; note: potency is the fitted concentration of half-maximal effect; % is set by controls: 0 for no effect and ±100 for the full control effect; nearly all actives have a fitted effect of over 60% in size; many of its hits are not listed in these tables
#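 HEK293 cells stably expressing RXFP1, treated 30 min at 37C with compounds plus PDE4 inhibitor Ro 20174; cAMP measured by HTRF TR-FRET. Normalized to buffer and 29 nM porcine relaxin; EC50 by Hill fit.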
# GRP78 ERSR act – induces the endoplasmic reticulum stress response in human glioma cells. U87-MG GRP78 promoter luciferase reporter, 16 h. Potency, µM, for the others: top-dose activation, usual class: activators. 0.02% of 420,000 active. AID 602332; note: potency is the fitted concentration of half-maximal effect; series mostly up to about 76 µM; % of control where 0% means no effect; nearly all actives have a fitted effect of over 35% in size
#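 Stably transfected U87-MG human glioma cells carrying a GRP78-based luminescent sensor were seeded at 1000 cells/well, pin-dosed with compounds and incubated 16 h. Luciferase reagent was then added, and end-point luminescence was read after 10 min at room temperature.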
# D1 antagonist – human D1 dopamine receptor antagonism. AID 504652. 3.2% of 360,000 active. HEK293 TREx D1 cells, calcium flux, dopamine EC80; active compounds read low. activity change, negative = inhibition, % at 10 µM. P21728; in the data active = activity change below about -30%; note: % is set by controls: 0 for no effect and ±100 for the full control effect
#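 Tetracycline-induced HEK293 T-REx cells with force-coupled D1 receptor were loaded with a no-wash calcium dye. Compound was added after a 10 s baseline and read kinetically for 180 s; EC80 dopamine was then added and calcium flux followed another 180 s.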
# D1 agonist – human D1 receptor agonism; HEK293 T-REx D1 cells, calcium flux, agonist mode; AID 504660; P21728; activation, % at 2 µM; 1% of 360,000 active; in the data active = activation above about 30%; note: 0% is about no effect
#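 Inducible HEK293 T-REx D1 cells, force-coupled to calcium signalling, were plated at 4000 cells/well with tetracycline and held overnight at 30 C. After no-wash calcium dye loading, compound-evoked calcium rise over 180 s flagged agonists.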
# D1 PAM – human D1 dopamine receptor positive modulation | P21728 | HEK293 TREx D1 cells, calcium flux, dopamine EC20 potentiation | potentiation, % at 10 µM | 0.036% of 360,000 active | AID 504651; in the data active = potentiation above about 30%; note: 0% is about no effect
# D2 potentiator – positive allosteric modulators of human D2 dopamine receptor. P14416. HEK293 T-REx D2, calcium flux, EC20 dopamine potentiation. potentiation, % at 10 µM. 0.34% of 340,000 active. AID 485347;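 active = potentiation over 3 SD above the plate norm, cut at about 30% in these data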; note: 0% is about no effect
#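 Calcium flux readout, no-wash dye, 1 read/s. Inducible HEK293 Trex D2 line, overnight 30 C. Compound alone 180 s (agonist flags), then EC20 dopamine, another 180 s to score potentiation.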
# Vif-A3G inh – Vif-A3G binding inhibition; Q9HC16; 0.076% of 410,000 active; Potency, µM (highest dose often 46.1 µM), for inactives: at the top dose activity, negative = active, actives largely listed as inhibitors; AID 602310; HeLa A3G-eYFP + Vif (tagged APOBEC3G with the HIV-1 protein that degrades it), YFP fluorescence, overnight;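 note: potency is the fitted concentration of half-maximal effect; % is set by controls: 0 for no effect and ±100 for the full control effect; nearly all actives have a fitted effect of over 60% in size; hits raise eYFP signal because A3G escapes Vif-driven loss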
# Target sequence (Q9HC16 whole entry, looked up): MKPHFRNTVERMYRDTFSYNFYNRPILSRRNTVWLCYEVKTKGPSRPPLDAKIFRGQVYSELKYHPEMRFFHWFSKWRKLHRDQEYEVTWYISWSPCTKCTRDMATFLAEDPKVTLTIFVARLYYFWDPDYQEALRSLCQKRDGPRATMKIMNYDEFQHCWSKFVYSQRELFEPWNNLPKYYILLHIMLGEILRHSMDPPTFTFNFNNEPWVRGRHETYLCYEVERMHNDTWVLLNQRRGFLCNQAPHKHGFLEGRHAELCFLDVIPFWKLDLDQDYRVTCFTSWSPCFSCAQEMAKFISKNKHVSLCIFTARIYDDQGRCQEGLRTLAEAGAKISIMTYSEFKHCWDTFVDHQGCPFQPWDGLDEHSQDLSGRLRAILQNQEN
#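 HeLa cells stably expressing Vif and C-terminally eYFP-tagged A3G, seeded overnight at 37 deg C, then exposed to compound by pintool overnight at 37 deg C. Rise in yellow fluorescence (Ex 488/Em 500-530, Acumen) marks blocked Vif-driven A3G degradation.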
# Vif-A3F inh – blocks the Vif interaction with APOBEC3F; HeLa A3F-eYFP + Vif (tagged APOBEC3F with the HIV-1 protein that degrades it), YFP fluorescence increase; Potency, µM (series often up to 46.1 µM), inactives show at the top dose activity, negative = active; 0.2% of 390,000 active; AID 602313; note: potency is the fitted concentration of half-maximal effect; % of control where 0% means no effect; nearly all actives have a fitted effect of over 65% in size
#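 HeLa cells stably expressing Vif plus C-terminally eYFP-tagged A3F were seeded, incubated overnight at 37 deg C, dosed with compound, incubated overnight again at 37 deg C. Yellow fluorescence (Ex 488/Em 500-530) reported blocked Vif-mediated A3F-eYFP degradation.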
# * marks the source's active call; other numbers are inactive results; u = inconclusive; x = not tested or not shown; & = joins results of further samples. Unless noted, calls come from the whole dose curve; as a rule, active = well fitted curve in the direction sought with a large enough effect; inconclusive = small, poorly fitted or top-dose-only effect, or another doubt; inactive = no such curve, though single readings can be large; an effect the other way counts as inactive or inconclusive.
# Values in the order: RXFP1 antagonist	RXFP1 agonist	GRP78 ERSR act	D1 antagonist	D1 agonist	D1 PAM	D2 potentiator	Vif-A3G inh	Vif-A3F inh
Cc1noc(C)c1COC(=O)[C@@H](NC(=O)c1ccccc1Cl)C(C)C
 : -7	-0.4%	-4%	-2	2	0	-1	-6%	u
CSCCC1NC(=O)C(C(C)=Nc2ccccc2)=C1O (configuration not stated)
 : -8	x	1%	x	x	x	x	0%	0%
CC(C)C(O)P(=O)(OCc1ccccc1)c1ccc(N(C)C)cc1 (configuration not stated)
 : 9	1.6%	-5%	-2	2	-3	0	0%	-3%
S=c1[nH]nc(-c2cc(-c3ccccn3)nc3ccccc23)o1
 : -1	3.6%	-1%	-4	1	3	-4	1%	-8%
CCC(C)NC(=O)CCC(=O)Nc1ccc2nc(N3CCOCC3)cc(C)c2c1 (configuration not stated)
 : -7	2.9%	3%	0	0	8	-5	0%	4%
COC(=O)c1ccc(COc2ccc(/C=N/N3CCN(C)CC3)cc2)cc1
 : -4	1.0%	1%	6	6	-2	-4	-2%	2%
CCC(=O)N(C)C[C@H]1Oc2ncc(C#Cc3ccncc3)cc2C(=O)N([C@@H](C)CO)C[C@@H]1C
 : 5	x	-2%	x	x	x	x	-5%	-4%
Cc1cc(C(=O)N(C)Cc2ccc(Br)cc2)no1
 : 4	0.6%	-3%	-10	0	-1	3	-2%	-4%
O=C(CSc1nc(C2CC2)nc2ccccc12)NCc1ccc2c(c1)OCO2
 : x	-1.2%	x	-3	2	4	8	x	x
Cc1ccc(-n2c(=O)[nH]cc(C(=O)N3CCc4ccccc43)c2=O)cc1
 : 11	0.2%	-8%	1	2	1	-1	1%	3%
COc1ccc2cc(Br)ccc2c1CC(=O)NC1CC(C)(C)NC(C)(C)C1
 : -30	5.1%	-2%	2	16	-23	5	0%	5%
Cc1ccc(C(=O)NCCc2nnc3ccc(N4CCCC4)nn23)cc1
 : -12	0.2%	-4%	6	-1	-4	0	0%	2%
Cc1cc(C(=O)CCC(=O)N2CCN(S(=O)(=O)c3cccs3)CC2)c(C)s1
 : -6	0.7%	0%	5	-1	11	-4	-3%	-2%
CC(C)c1nc(NCc2ccccc2)c(C#N)c2c1CCCC2
 : -8	0.6%	-4%	-1	1	-6	12	u	-12%
Cc1ccnc(NC(=O)CCC(=O)N(CC(=O)NC2CCCCC2)C2CCCC2)c1
 : -3	-0.3%	-2%	0	1	4	-18	3%	7%
O=C(O)CCNc1cc(N2CCN(C(=O)c3ccco3)CC2)c2noc3c2c1C(=O)c1ccccc1-3
 : -75*	1.9%	-10%	-15	3	-7	-12	-1%	u
Cn1c(=O)c2sccc2n2c(CCC(=O)NCc3ccccc3Cl)nnc12
 : x	24%	0%	-4	2	-1	22	3%	1%
CCc1ccc(NC(=O)C(=O)N/N=C(\C)CC(=O)Nc2ccccn2)cc1
 : -38	1.5%	3%	11	0	-2	3	-9%	-2%
CCCCNC(=O)C1CCC(Cn2c(=O)c3sccc3n(CC(=O)N3CCCC3)c2=O)CC1 (configuration not stated)
 : -10	-1.4%	-3%	19	4	-7	3	1%	1%
COCCCNc1nc(-c2ccncc2)nc2ccccc12
 : -6	0.5%	-4%	6	1	-8	-7	-1%	0%
CC1=CCC(C(=O)O)C(C(=O)Nc2cccnc2)C1 (configuration not stated)
 : -8	1.4%	-2%	6	1	-1	10	0%	-5%
CC1=NN(C(=O)c2ccc(Cn3nc(C)c(Br)c3C)cc2)C(O)(C(F)(F)F)C1 (configuration not stated)
 : -12	-0.1%	-3%	3	4	-4	-10	-6%	-12%
O=S(=O)(NCCN1CCOCC1)c1ccc(Cl)s1
 : 5	0.3%	-4%	8	5	-3	-4	0%	-16%
CCC(C)(C)N(C(=O)CCC(=O)Nc1cc(C)on1)C(C(=O)NC(C)(C)C)c1ccc(OC)cc1 (configuration not stated)
 : 15	-2.0%	-3%	10	4	x	-8	-7%	14%
CCOC(=O)CC(=O)CSc1nc(C)cc(-c2cccnc2)c1C#N
 : -14	5.4%	0%	-11	6	3	10	-3%	-4%
Cc1nnc(SCC(=O)Nc2nc(C(C)(C)C)cs2)s1
 : 4	-1.7%	-6%	-8	3	-1	3	6%	1%
CC(NC(=O)/C(C#N)=C1\N=C(NC(=O)c2ccco2)c2ccccc21)c1ccccc1 (configuration not stated)
 : u	1.5%	-2%	3	5	3	-4	u	u
CCOc1ccccc1NC(=O)C1CCCN1S(=O)(=O)c1ccccc1C(F)(F)F (configuration not stated)
 : -3	0.1%	-3%	10	11	-3	-3	2%	7%
O=C(NCc1cccs1)C1CC(c2ccc(F)cc2)=NO1 (configuration not stated)
 : -3	0.1%	-1%	6	1	-1	-5	-2%	1%
COc1ccc(S(=O)(=O)N2CCN(Cc3nc4ccc(C)cc4o3)CC2)cc1OC
 : 6	1.8%	-3%	0	0	0	x	2%	-5%
Cc1nnc(SCC(=O)NNC(=O)c2ccco2)n1-c1ccccc1
 : -12	-0.7%	-4%	-25	3	0	0	-2%	0%
COc1cc(C2C(=O)N(C3CCCCCC3)CC(=O)N2CCC2=CCCCC2)ccc1OC(C)C (configuration not stated)
 : 5	3.0%	-3%	19	-4	-2	9	1%	-7%
N#CCC(=O)N/N=C/c1coc2ccccc2c1=O
 : 2	2.1%	-3%	-25	3	-3	-2	0%	-9%
CC(C)(C)c1ccc(OCC(O)CN2CCN(c3ccccn3)CC2)cc1 (configuration not stated)
 : 3	-1.1%	-6%	15	3	0	-21	2%	-1%
O=C(Nc1ccccc1)c1[nH]ncc1[N+](=O)[O-]
 : -8	0.9%	-3%	-5	4	-2	2	0%	3%
Cc1ccc(CSc2nc3nc(C)cc(C)n3n2)cc1
 : 2	3.6%	2%	7	2	-3	1	-1%	-9%
Cc1ccc(C(CC(=O)NCc2ccco2)c2ccc(OC(C)C)cc2)cc1 (configuration not stated)
 : 3	-0.5%	2%	3	5	-1	-2	3%	-1%
O=c1c2c3c(sc2nc2n1CCCCC2)CCCCC3
 : x	-0.5%	x	-9	0	0	8	x	x
Cc1ccc(NC(=O)Cn2ncc3c([nH]c4ccccc43)c2=O)cc1Cl
 : u	2.4%	-6%	-11	3	-4	-7	4%	1%
CCc1nc2ccc(C(=O)N3CCN(c4cc(C)ccc4C)CC3)cc2nc1CC
 : u	-1.9%&1.8%	-2%&0%	-3&15	1&5	4&0	5	1%&-17%	2%&3%
O=C(NCc1ccco1)C1CC(O)CN1C(=O)Nc1ccccc1 (configuration not stated)
 : -7	0.1%	-2%	7	9	x	-6	0%	0%
O=c1cc(-c2ccccc2)n2c(SCc3ccccc3Cl)nnc2[nH]1
 : 3	6.6%	-3%	x	0	-1	-1	3%	-1%
CC(C)(C)OC(=O)N1CCC[C@H]1c1nnc(SCc2ccccc2)o1
 : -14	-1.2%	-1%	14	1	-2	-1	0%	1%
CCOc1ccc(CC(=O)NNC(=O)/C=C/C(=O)O)cc1
 : -4	0.5%	-3%	11	2	-3	-1	2%	-4%
Cc1cccc(C(=O)NCC(=O)OC(C)C(=O)Nc2ccc(Cl)cn2)c1 (configuration not stated)
 : -13	-1.1%	-3%	11	-1	-2	2	3%	7%

# Reprinted from the listing, 2 compounds:
# Values in the order: RXFP1 antagonist	RXFP1 agonist	GRP78 ERSR act	D1 antagonist	D1 agonist	D1 PAM	D2 potentiator	Vif-A3G inh	Vif-A3F inh
Cc1noc(C)c1COC(=O)[C@@H](NC(=O)c1ccccc1Cl)C(C)C
 : -7	-0.4%	-4%	-2	2	0	-1	-6%	u
CSCCC1NC(=O)C(C(C)=Nc2ccccc2)=C1O (configuration not stated)
 : -8	x	1%	x	x	x	x	0%	0%

# (more compounds)
# Values in the order: RXFP1 antagonist	RXFP1 agonist	GRP78 ERSR act	D1 antagonist	D1 agonist	D1 PAM	D2 potentiator	Vif-A3G inh	Vif-A3F inh
CCCCN(C)C(=O)c1ccc2c(c1)N(CC)C(=O)c1ccccc1S2(=O)=O
 : -5	-0.7%	-1%	2	-1	-1	-1	-5%	-2%
CCCSc1ccc([C@H]2N[C@@](Cc3ccccc3)(C(=O)OC)[C@H]3C(=O)N(CC)C(=O)[C@@H]23)cc1
 : x	0.3%	-2%	11	15	-2	15	1%	9%
C[C@H](CO)N1C[C@H](C)[C@H](CN(C)S(=O)(=O)c2ccc(Cl)cc2)OCc2cnnn2CCCC1=O
 : -2	x	-2%	x	x	x	x	1%	-24%
Cc1ccc(C(=O)N2CCC(n3nccc3NC(=O)Nc3cccc(F)c3)CC2)cn1
 : 2	0.6%	-2%	2	1	-5	3	4%	-10%
CCOC(=O)[C@H]1[C@H]2COc3ccc(C)cc3[C@@H]2N2C(=O)c3cc(Cl)ccc3NC(=O)[C@@]12C
 : x	0.0%	-2%	-4	4	4	-11	-16%	2%
Cc1cccc(CSCc2ccc(C(=O)NC(C)C)o2)c1
 : 4	2.0%	-1%	-23	9	5	2	0%	u
CC(=O)c1cccc(NC(=O)NCc2cccnc2)c1
 : -11	0.5%	-1%	-3	1	-4	-10	0%	-4%
Cc1ccc(NC(=O)C2CCN(S(=O)(=O)c3c(C)n[nH]c3C)CC2)c(C)c1
 : -4	1.5%	0%	17	2	0	-15	-1%	-9%
CNc1nc2ccccc2n(C)c1=O
 : -12	3.8%	1%	17	2	-2	10	0%	-3%
CC(C)(C)c1ccc(/C=N/Nc2nncn2N)cc1
 : 6	0.4%	-4%	-20	2	-4	5	-9%	-6%
CCN(CC)CCNC(=O)c1ccccc1N
 : -8	1.7%	-1%	-3	4	-2	-19	0%	-6%
COc1ccc(C2=NOC(C(=O)NCc3ccc(F)cc3)C2)cc1OC (configuration not stated)
 : 6	1.6%	-6%	10	2	-6	37*	u	-22%
CCCC(=O)NC(C)c1nc2ccccc2n1C (configuration not stated)
 : x	-0.7%	-4%	-7	3	-2	24	4%	0%
Cc1noc2ncnc(Sc3ccccc3Cl)c12
 : -7	5.2%	-15%	5	-3	-2	8	-16%	4%
CCn1cc(C(=O)NCc2ccc(OC)cc2)c(=O)c2ccc(C)nc21
 : -1	-5.5%	-2%	0	-1	3	-1	0%	-26%
CCOc1ccccc1NC(=O)c1ccc2c(c1)CCCN2S(C)(=O)=O
 : 8	-8.4%	-2%	-11	1	9	10	0%	1%

# These rows are one share of the data; rates above refer to the full screens.
